# E-selectin induc: E-selectin induction on HUVECs. AID 686992. P16581. HUVEC E-selectin immunofluorescence imaging; normalized: neutral wells 0, TNF-alpha wells 100. actives 0.37% (n = 260,000). activation, % at 7.58 µM;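 active means mean E-selectin-positive cell signal at least 10% of the positive control, reached in at least 60% of replicates, without over 20% cell loss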;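 further: in these data hits start at about 27%; measured in HUVEC primary endothelial cells; signal is the percent of cells scored E-selectin positive by PE staining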
# Target sequence (P16581 whole entry, looked up): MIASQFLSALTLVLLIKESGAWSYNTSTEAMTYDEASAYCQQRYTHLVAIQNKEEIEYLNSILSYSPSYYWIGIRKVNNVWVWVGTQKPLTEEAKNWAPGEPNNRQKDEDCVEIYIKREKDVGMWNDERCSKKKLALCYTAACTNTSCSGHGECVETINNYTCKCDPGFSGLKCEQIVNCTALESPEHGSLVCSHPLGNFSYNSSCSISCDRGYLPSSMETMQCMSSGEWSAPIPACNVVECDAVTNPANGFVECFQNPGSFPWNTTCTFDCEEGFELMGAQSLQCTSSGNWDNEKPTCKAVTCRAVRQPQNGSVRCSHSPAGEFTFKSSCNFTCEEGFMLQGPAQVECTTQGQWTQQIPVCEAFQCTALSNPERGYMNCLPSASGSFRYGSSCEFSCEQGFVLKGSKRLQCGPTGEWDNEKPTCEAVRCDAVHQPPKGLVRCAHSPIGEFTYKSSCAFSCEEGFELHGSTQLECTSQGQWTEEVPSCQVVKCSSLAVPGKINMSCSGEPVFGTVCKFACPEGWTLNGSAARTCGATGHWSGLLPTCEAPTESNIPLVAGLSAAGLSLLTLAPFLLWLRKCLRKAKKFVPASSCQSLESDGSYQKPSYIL
#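 Read-out: % PE-positive cells | Test system: HUVEC | Doses: One compound dose added by pin transfer | Buffer or medium: EGM-2 over gelatin coat | Signal: Immunofluorescence imaging | Benchmarks: TNF-alpha, DMSO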
# esBAF inh: blocks esBAF chromatin remodeling in mouse ES cells. reporter increase, % at 12.5 µM. actives 2% (n = 350,000). Bmi1-luciferase knock-in reporter, 24 h; 100% = twice the neutral-well signal; in the data active means activation above about 40%;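 further: 0% = median of the plate's neutral control wells and 100% = double that signal; a rise in the Bmi1 reporter signal indicates esBAF inhibition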
# EWS-Fli inh: inhibitors of EWS/Fli oncoprotein transcriptional activity; A673 NR0B1-luciferase reporter, viability-normalised; inhibition, % at 12.6 µM; actives 0.67% (n = 350,000); AID 651661;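 active means mean inhibition of at least 50% after viability correction, with every replicate also passing that limit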;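 further: firefly luciferase signal divided by Alamar Blue viability fluorescence both relative to DMSO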
# RAD54 branch: inhibitors of human RAD54 branch migration; inhibition, % at 10.4 µM; RAD54 Holliday junction branch migration, FAM/BHQ fluorescence; actives 0.14% (n = 360,000); AID 602329;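 active means mean normalized replicate activity at least 40 and at least half of replicates scoring 40 or more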;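 further: 0% = median of neutral control wells and 100% = median of positive control wells; inhibitors cause a drop in the FAM fluorescence signal; in these data hits start at about 50%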
# S100A4 MyoIIA: inhibitors of human S100A4 binding to myosin IIA peptide; P26447; S100A4/TAMRA-MyoIIA peptide fluorescence polarization; inhibition, % at 10.7 µM; actives 0.14% (n = 360,000); AID 652163;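 active means mean inhibition of at least 70% across replicates, with every replicate also reaching that level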
# Target sequence (P26447 whole entry, looked up): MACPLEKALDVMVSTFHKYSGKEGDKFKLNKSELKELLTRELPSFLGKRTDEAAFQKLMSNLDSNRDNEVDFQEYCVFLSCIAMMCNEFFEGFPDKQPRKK
#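 System – human S100A4 monomer protein, biochemical binding assay · Buffer or medium – Calcium-containing HEPES buffer, pH 7.2 · Timing – 5 min between mix addition and reading · Also added – TAMRA-labelled myosin IIA heavy-chain peptide probe, 5 nM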
# Xi reactivation: activators of X-chromosome reactivation in mouse fibroblasts | XiGFP mouse fibroblasts, % GFP-positive cells imaging, 3 d; cells co-treated with 5-aza-dC sensitizer; scaled so ellipticine positive control = 100% | activation, % at 7.58 µM | actives 0.055% (n = 360,000);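 active means mean normalized replicate activation at least 10% and every replicate at or above 10%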;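 further: 0% = median of on-plate neutral control wells and 100% = ellipticine 6 µM median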
#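 Material: XiGFP fibroblasts, SV40-immortalized. Buffer or medium: DMEM plus 5-aza-dC sensitizer. Compound: single concentration per compound, delivered by pin transfer. Times: 3 days compound exposure. Controls: ellipticine 6 µM.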
# RAD52 anneal inh: inhibitors of human RAD52 DNA annealing. P43351. inhibition, % at 18.7 µM. recombinant RAD52 DNA annealing, FRET fluorescence. actives 0.46% (n = 360,000);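 active means every replicate showing at least 50% inhibition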
# Target sequence (P43351 whole entry, looked up): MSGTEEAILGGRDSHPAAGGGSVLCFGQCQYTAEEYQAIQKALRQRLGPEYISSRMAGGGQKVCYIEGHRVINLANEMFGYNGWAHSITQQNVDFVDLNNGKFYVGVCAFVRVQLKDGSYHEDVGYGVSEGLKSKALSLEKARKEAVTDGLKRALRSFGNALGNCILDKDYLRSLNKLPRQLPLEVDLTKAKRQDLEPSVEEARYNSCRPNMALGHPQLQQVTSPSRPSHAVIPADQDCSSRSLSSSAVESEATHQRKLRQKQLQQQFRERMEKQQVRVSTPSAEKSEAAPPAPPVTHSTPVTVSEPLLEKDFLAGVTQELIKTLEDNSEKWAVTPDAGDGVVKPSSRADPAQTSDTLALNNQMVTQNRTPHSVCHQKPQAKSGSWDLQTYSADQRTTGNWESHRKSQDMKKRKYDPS
# FN deposition inh: fibronectin deposition inhibition; AH1F fibroblasts, Alexa488-fibronectin deposition fluorescence, overnight; actives 0.086% (n = 350,000); inhibition, % at 12.6 µM; AID 743247;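 active means mean inhibition across replicates of 30% or more, regardless of how many single replicates reach that level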;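 further: positive control wells lacked labelled fibronectin entirely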
#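 Assay system: AH1F fibroblasts / Quantity: 10000 cells per well / Medium: DMEM plus 2% serum, read in PBS / Reagent: labelled fibronectin 24 nM / Dosing: single dose, pinned / Times: 1 h cell attachment, overnight exposure to compound and label / Signal: fluorescence, ex 485 nm, em 525 nm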
# Starred values were filed as active, the others as inactive; x = no result given; & = joins results of further samples.
# Every second line gives: E-selectin induc	esBAF inh	EWS-Fli inh	RAD54 branch	S100A4 MyoIIA	Xi reactivation	RAD52 anneal inh	FN deposition inh
> C[C@@H]1CN([C@H](C)CO)C(=O)CCCn2nncc2CO[C@@H]1CN(C)Cc1ccccc1
 : 0.1	-2	-1	4	2	0.1	6	-6
> O=C(c1ccco1)N1CCN(C(=O)c2cccn3c(=O)c4c5c(sc4nc23)CCCC5)CC1
 : 3.7	-4	-12	x	-8	0.0	-46	-7
> COc1ccc2c(C)cc(SCC(=O)Nc3ncc(Cl)cc3Cl)nc2c1
 : -0.1	x	7	x	6	-0.1	-15	-4
> CC(C)NC(=O)c1onc(CSc2ccccc2)c1C(=O)O
 : -0.2	-2	1	-16	-4	-0.3	-10	2
> COC(=O)[C@]12C[C@H](CC(=O)NCc3cccs3)C(=O)N(Cc3ccccc3)C1=C[C@H](C(C)(C)C)O[C@@H]2C
 : -0.3	x	-4	x	-5	-0.1	-10	-3
> NC(=O)C1CCN(C(=O)/C=C/c2cc(Br)ccc2F)CC1
 : 2.8	1	6	-2	6	0.1	-2	12
> CCn1ccnc1CN(C)Cc1nc(-c2ccc3c(c2)OCO3)no1
 : x	22	-56	x	-2	0.0	-1	-7
> CC(NC(=S)NCCCN1CCOCC1)C12CC3CC(CC(C3)C1)C2 (configuration not stated)
 : x	x	4	x	1	0.2	-2	-14
> CC(C)NC(=O)N(C)C[C@@H]1OCCCC[C@H](C)Oc2ccc(NC(=O)C3CCCCC3)cc2C(=O)N([C@H](C)CO)C[C@@H]1C
 : x	x	x	-2	-17	0.3	-7	8
> CCOc1cc(N2CCOCC2)c(OCC)cc1NCC(=O)N1CCN(Cc2ccccc2)CC1
 : x	x	2	x	-4	0.1	0	0
> CCCC#Cc1cnc2c(c1)C(=O)N([C@H](C)CO)C[C@H](C)[C@H](CN(C)S(=O)(=O)c1cccc(OC)c1)O2
 : 0.0	3	-5	1	-14	-0.5	5	x
> COc1ccc(CN(C)C[C@@H]2OCCCC[C@H](C)Oc3ccc(NS(=O)(=O)c4cccs4)cc3C(=O)N([C@H](C)CO)C[C@@H]2C)cc1
 : 0.0	-5	3	4	-14	0.0	24	x
> CN1[C@@H]2c3ccc(-c4ccccc4F)c(=O)n3C[C@H]1[C@H](CO)[C@H]2C(=O)NCc1ccccn1
 : 0.0	2	4	4	5	0.2	-9	x
> CC(C)(C)n1nc2c(c1NC(=O)c1ccc([N+](=O)[O-])cc1)CS(=O)(=O)C2
 : x	-4	x	-9	-3	0.1	-7	9
> Cc1ccccc1C(=O)Nc1cccc(NC(=O)Cn2cnc3c(=O)n(C)c(=O)n(C)c32)c1
 : x	1	19	6	-2	x	-20	x
> CCc1nc2ccc(C(=O)Nc3ccc4c(c3)OCC(=O)N4)cn2c1N(CC)CCOC
 : -2.7	-1	6	2	-1	-0.1	-8	-3
> CSc1ccccc1NC(=O)Cc1ccccc1[N+](=O)[O-]
 : 3.0	3	14	x	-18	0.1	-4	13
> O=C(CN(c1ccccc1)S(=O)(=O)c1ccc(F)cc1)NCc1cccs1
 : x	-2	-6	7	-12	0.0	-6	-5
> Cc1cc(OCC(=O)Nc2cnn(CCCC(=O)O)c2)ccc1[N+](=O)[O-]
 : x	x	-1	x	-2	0.0	-1	-8
> O=[N+]([O-])c1ccc(Cl)c(S(=O)(=O)/N=C(/Nc2cccnc2)c2ccccc2)c1
 : 0.1	x	10	-8	4	0.7	2	-7
> C[C@H]1CN([C@@H](C)CO)S(=O)(=O)c2ccc(C3=CCCCC3)cc2O[C@@H]1CN(C)C(=O)c1ccncc1
 : -0.4	5	2	9	2	-1.1	15	-2
> O=C(NCc1ccccc1F)C1CCC(=O)N(Cc2ccc(Cl)cc2)C1 (configuration not stated)
 : x	4	x	-5	-1	0.2	-1	1
> O=C1CN(C(=O)Cn2ncc(Cl)c(Cl)c2=O)c2ccccc2N1
 : 0.3	x	21	x	-5	0.0	-22	8
> ON=C1c2ccccc2-c2ccc(Br)cc21
 : 0.0	4	-9	-9	4	0.3	-44	-8
> CC(C)CNc1nc(N)c([N+](=O)[O-])c(NCc2ccccc2)n1
 : 0.5	3	3	3	-7	0.1	-20	12
> CN1CCc2c(n(CC(O)CNCc3ccccc3)c3ccccc23)C1=O (configuration not stated)
 : x	x	12	x	-2	0.1	1	10
> O=C(NCC[C@H]1CC[C@@H](NS(=O)(=O)Cc2ccccc2)[C@H](CO)O1)C1CCOCC1
 : 0.2	-1	-9	7	-2	0.3	5	x
> Nn1c(SCc2ccc(Br)cc2)nnc1-c1cccnc1
 : 1.3	x	5	x	0	-0.1	-8	-2
> CC(C)NC(=O)N(C)C[C@H]1Oc2ncc(-c3cccc(C#N)c3)cc2C(=O)N([C@H](C)CO)C[C@H]1C
 : -0.4	1	-3	11	-42	-1.1	-3	0
> COc1ccc2c(c1OC)C(=O)N1C2SC[C@H]1C(=O)NCCC(C)C (some centres not stated)
 : x	-8	15	-4	-4	0.0	-10	-5
> CCN(CC)C(=O)C1CCCN(Cc2cccc(Oc3ccccc3)c2)C1 (configuration not stated)
 : 2.2	-6	7	x	2	0.4	-3	-31
> CCC(=O)Nc1ccc2c(c1)C(=O)N(C)C[C@H](OC)[C@@H](C)CN(C(=O)Cc1cccnc1)[C@H](C)CO2
 : 0.0	-3	4	3	-6	0.2	7	2
> Nc1[nH]c(C(=O)c2ccc(Br)cc2)c(-c2ccc(F)cc2)c1C(=O)NCCc1c[nH]c2ccccc12
 : 0.5	x	3	x	0	0.5	17	1
> COc1ccccc1-c1ccc(C2[C@H]3CNC[C@@H]2N3S(=O)(=O)c2ccccc2C)cc1 (some centres not stated)
 : -0.1&0.1	x	7&-12	x	10&12	0.1&0.0	-71&-101	5&-5
> NC(=O)c1ccccc1NC(=O)CSC1=NCCS1
 : -0.3	2	x	-1	-6	0.0	-8	-5
> Cc1[nH]nc(SCC(=O)NCCc2ccccc2)c1[N+](=O)[O-]
 : 0.1	-1	-4	x	1	0.3	-1	3
> CCCCn1c(N)c(N(CCOC)C(=O)COC(=O)COc2cc(C)c(Cl)cc2C(C)C)c(=O)[nH]c1=O
 : 0.1	-3	5	x	-2	0.2	-22	-3
> COc1ccc(CN(C)C[C@H]2OCCCC[C@H](C)Oc3ccc(NC(=O)Nc4ccc(OC)cc4)cc3C(=O)N([C@@H](C)CO)C[C@@H]2C)cc1
 : 0.6	-3	14	7	0	-0.1	45	1
> C/C(=N\Nc1nc2ccccc2s1)c1ccc2c(c1)OCO2
 : -2.7	x	-26	x	-2	0.1	-4	-9
> O=C(Nc1ccccc1C(=O)N1CCCCCC1)c1ccccc1
 : 0.1	x	-3	x	0	0.0	-6	-2
> COc1cccc(C#Cc2ccc3c(c2)O[C@@H](CN(C)C(C)=O)[C@H](C)CN([C@@H](C)CO)S3(=O)=O)c1
 : -0.5	0	17	3	-20	-1.3	-11	2
> COc1cccc(OCC(O)CO)c1 (configuration not stated)
 : x	6	x	-1	-13	x	x	-4
> CC(=O)c1ccc(NC(=O)CCc2nnc3ccc(N4CCCC4)nn23)cc1
 : x	57*	-73	1	6	0.2	7	-9
> O=C(CO/N=C/c1ccc(OC(F)F)cc1)NC1CCCCC1
 : -1.6	x	16	x	6	0.1	-11	0
> CCOC(=O)c1cnc2c(-c3ccccc3)c(-c3ccccc3)nn2c1C
 : -0.1	-5	6	-16	2	0.0	4	-6
> Fc1ccccc1NC(=S)N1CCN(Cc2ccccc2)CC1
 : -0.1	-2	-4	8	3	0.0	-11	-2
> COc1ccc(NC(=O)CSc2nc3nc(C)cc(C)c3c(=O)[nH]2)cc1
 : 0.8	-8	x	-13	-10	0.0	-7	3
> Cc1noc(NS(=O)(=O)c2ccc(NC(=O)CSc3nc4c(cc3C#N)CCC4)cc2)c1C
 : x	9	-6	-13	-5	0.6	-18	-1
> Cc1ccc(CS(=O)(=O)c2ccc(C(=O)N3CCCCC3)cc2[N+](=O)[O-])cc1
 : -2.8	-5	13	-11	12	0.3	-14	4
> COc1ccc(CN2C(=O)C(CC(C)C)Nc3ncnc(N4CCCCC4)c32)cc1 (configuration not stated)
 : -0.1	7	8	-7	-3	-0.1	-48	-6
> O=C(c1ccc2c(=O)n(Cc3ccc4c(c3)OCO4)c(=S)[nH]c2c1)N1CCCCC1
 : x	25	-2	x	-1	x	-8	x
> CCc1nc(SCC(=O)N2CC(=O)Nc3ccccc32)c2c(C)c(C)sc2n1
 : x	4	-5	0	3	x	-30	x
> O=C(c1ccc(S(=O)(=O)Cc2cc(F)ccc2F)c([N+](=O)[O-])c1)N1CCCCC1
 : -0.2	x	x	x	-2	0.3	3	5
> CCOc1ccc(C(=O)NCC(=O)N2CCN(Cc3ccccc3)CC2)cc1
 : 2.1	1	0	4	-6	-0.8	-9	0
> CC(/C=N/NC(=O)c1cc(-c2cccnc2)nc2c1c(C)nn2-c1ccccc1)=C\c1ccccc1
 : x	-5	x	3	x	-0.1	x	-2
> CCCNC(=O)N1C[C@@H](C)[C@@H](OC)CN(C)C(=O)c2cc(NS(=O)(=O)CC(F)(F)F)ccc2OC[C@H]1C
 : 0.0	-8	2	-1	2	-0.1	-14	x
> S=C1SCN(Cc2cccnc2)CN1Cc1cccnc1
 : x	x	29	x	4	0.1	-8	-3
> O=C(Cc1c(F)cccc1Cl)Nc1cc(S(=O)(=O)N2CCOCC2)ccc1N1CCOCC1
 : x	x	11	x	-10	0.0	-7	1
> O=C(NCc1ccccc1)[C@@H]1CCCN1C(=O)[C@H]1CCCN1C(=O)c1cccc2ccccc12
 : 0.2	x	-9	x	-10	0.1	-12	2
> CC1=C(C(=O)Nc2ccc(CC(=O)NCc3ccc(OC(C)C)cc3)cc2)SCCO1
 : x	46*	25	-5	-4	0.8	-4	-29

# Given as labelled records: part of the list above
Cc1noc(NS(=O)(=O)c2ccc(NC(=O)CSc3nc4c(cc3C#N)CCC4)cc2)c1C
  E-selectin induc: x
  esBAF inh: 9
  EWS-Fli inh: -6
  RAD54 branch: -13
  S100A4 MyoIIA: -5
  Xi reactivation: 0.6
  RAD52 anneal inh: -18
  FN deposition inh: -1
CCCNC(=O)N1C[C@@H](C)[C@@H](OC)CN(C)C(=O)c2cc(NS(=O)(=O)CC(F)(F)F)ccc2OC[C@H]1C
  E-selectin induc: 0.0
  esBAF inh: -8
  EWS-Fli inh: 2
  RAD54 branch: -1
  S100A4 MyoIIA: 2
  Xi reactivation: -0.1
  RAD52 anneal inh: -14
  FN deposition inh: x

# The listing continues:
# Every second line gives: E-selectin induc	esBAF inh	EWS-Fli inh	RAD54 branch	S100A4 MyoIIA	Xi reactivation	RAD52 anneal inh	FN deposition inh
> CCc1ccccc1NC(=O)CN(C1CCCCC1)S(C)(=O)=O
 : -0.1	0	4	-1	0	0.1	1	-5
> Cc1nn(-c2cc(N(S(C)(=O)=O)S(C)(=O)=O)c(Cl)cc2Cl)c(=O)n1C
 : x	x	7	-9	1	-0.1	-10	4
> COc1cc(-c2cc(NC=O)c3ncc(-c4ccc(F)cc4)n3c2)cc(OC)c1OC
 : 0.8	1	15	7	-5	-0.1	-12	10
> O=C(NCc1ccccc1Cl)C1CCCN(c2ncnc3c2nc2n3CCCCC2)C1 (configuration not stated)
 : -0.2	-4	x	-1	-12	0.1	-6	-1
> Cc1cc(C)n(/C(=C\N(C)C)C(=O)c2ccc(Cl)cc2)n1
 : 0.3	-2	2	-5	0	0.1	0	-5
> COc1ccc(-c2cc(C(=O)NCCN3CCOCC3)no2)cc1OC
 : x	-7	-10	12	5	0.0	-6	15

# High-throughput results deposited in PubChem by Broad Institute.

# Compounds were not picked by outcome; overall some 3% were active at least once.
